CCT modulator – cytosolic chaperonin activity modulation | purified chaperonin ATPase assay, HTRF ADP detection, 30 min | activity change, % (test concentration not listed), hits read low | 0.3% of 360,000 active; in the data active = activity change below about -30%; note: % is set by controls: 0 for no effect and ±100 for the full control effect
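First, chaperonin was dispensed at 40 nM or 20 nM final depending on batch activity. Next, compounds were pinned at 76 uM and ATP added at 10 uM. After 30 min at 37 °C, ADP detection reagents ran 30 min at ambient temperature.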
IL-2 act – IL-2 activation. IL-2 activation reporter assay, cell-based qHTS; stimulated with anti-CD3/CD4/CD28 beads; in transgenic mouse T cells. activation, % (series mostly up to about 46 µM). 0.065% of 360,000 active; in the data active = activation above about 50%; inconclusive = mostly about 30% to 49%; note: 0% is about no effect
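Using fluorescent plate cytometry, EGFP and DsRed are detected in transgenic mouse T cells stimulated 18 h at 37 degrees C with antibody-coated beads after 60 min compound pretreatment.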
EPAC1 ag – activates human EPAC1 exchange factor; O95398; EPAC1 agonist qHTS, biochemical assay; response scale: 100% = response to 6.5 mM cAMP; Potency, µM (series often up to 154 µM), for the others: top-dose activation, hits mostly activators; 0.073% of 360,000 active; AID 720707; note: potency is the fitted concentration of half-maximal effect; nearly all actives have a fitted effect of over 60% in size
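Multi-concentration qHTS readout: loss of Rap1B-bound BODIPY-GDP fluorescence driven by 100 nM EPAC1 with excess GDP (50 uM), monitored kinetically at room temperature; agonist response expressed relative to 6.5 mM cAMP.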
PI5P4K alpha inh – blocks human PI5P4K alpha kinase activity. P48426. PI5P4Kalpha enzyme, ADP-Glo luminescence, 60 min; stronger effect = lower value. max response, %. 1.2% of 330,000 active; active = max response of -50% or lower; inconclusive = between -30% and -50%; inactive = -30% or higher; note: value at the top dose of about 77 µM; % is set by controls: 0 for no effect and ±100 for the full control effect
Target sequence (P48426 whole entry, looked up): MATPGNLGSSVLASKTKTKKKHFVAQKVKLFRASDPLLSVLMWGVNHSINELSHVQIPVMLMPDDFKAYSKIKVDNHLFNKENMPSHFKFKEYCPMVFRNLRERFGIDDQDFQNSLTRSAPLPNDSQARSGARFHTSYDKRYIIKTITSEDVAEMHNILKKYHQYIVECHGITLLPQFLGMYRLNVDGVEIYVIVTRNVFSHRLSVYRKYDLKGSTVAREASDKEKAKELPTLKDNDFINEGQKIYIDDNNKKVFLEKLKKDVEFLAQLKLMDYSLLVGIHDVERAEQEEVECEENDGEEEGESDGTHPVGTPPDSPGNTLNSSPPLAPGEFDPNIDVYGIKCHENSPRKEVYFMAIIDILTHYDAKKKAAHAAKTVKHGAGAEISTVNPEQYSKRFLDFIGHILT
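Controls without substrate or without enzyme flank wells where PI5P4Kalpha converts substrate using 5 microM ATP (final). Incubation lasts 60 minutes at room temperature; ADP formed is read by ADP-Glo luminescence.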
PLK1 PBD inh – PLK1 (human) polo-box domain binding inhibition. Plk1 PBD binding of FITC phosphopeptide, fluorescence polarization. AID 720504. 2.8% of 360,000 active. Potency, µM, inactives show max response, negative = inhibition, most hits filed as inhibitors. P53350; note: potency is the fitted concentration of half-maximal effect; series mostly up to about 57 µM; % is set by controls: 0 for no effect and ±100 for the full control effect; nearly all actives have a fitted effect of over 65% in size
Target sequence (P53350 whole entry, looked up, the tested form may be a part): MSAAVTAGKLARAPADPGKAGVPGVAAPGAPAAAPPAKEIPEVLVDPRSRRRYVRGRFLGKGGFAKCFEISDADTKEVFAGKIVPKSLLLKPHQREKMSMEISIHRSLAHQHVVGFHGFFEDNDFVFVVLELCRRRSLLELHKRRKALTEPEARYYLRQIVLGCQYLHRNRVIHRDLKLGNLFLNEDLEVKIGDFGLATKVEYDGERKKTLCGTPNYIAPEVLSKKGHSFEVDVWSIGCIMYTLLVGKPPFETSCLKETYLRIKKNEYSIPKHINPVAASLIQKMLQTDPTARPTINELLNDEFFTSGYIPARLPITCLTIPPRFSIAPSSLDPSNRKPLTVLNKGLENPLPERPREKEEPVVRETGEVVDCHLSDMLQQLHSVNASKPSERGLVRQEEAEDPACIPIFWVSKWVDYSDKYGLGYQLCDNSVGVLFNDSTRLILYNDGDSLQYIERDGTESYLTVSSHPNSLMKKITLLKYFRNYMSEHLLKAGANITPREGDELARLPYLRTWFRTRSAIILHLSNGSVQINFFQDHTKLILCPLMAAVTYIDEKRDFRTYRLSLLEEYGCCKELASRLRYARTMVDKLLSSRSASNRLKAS
EPAC1 antag – blocks human EPAC1 exchange factor; Potency, µM (highest dose often 115 µM), for the others: at the highest dose activity change, negative = inhibition, actives largely listed as inhibitors; O95398; AID 720709; 0.14% of 360,000 active; EPAC1 GEF assay, Rap1b-BODIPY-GDP exchange fluorescence;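 note: potency is the fitted concentration of half-maximal effect; plate controls were vehicle for no effect and positive control for full effect; nearly all actives have a fitted effect of over 50% in size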
WRN helicase inh – WRN helicase (human) inhibition. Q14191. WRN helicase unwinding, fluorescent forked duplex, kinetic. Potency, µM (top dose mostly 114 µM), for inactives: at the highest dose activity change, negative = inhibition, actives largely listed as inhibitors. 0.46% of 360,000 active. AID 651768; note: potency is the fitted concentration of half-maximal effect; % is set by controls: 0 for no effect and ±100 for the full control effect; nearly all actives have a fitted effect of over 55% in size
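Enzyme (20 nM final) and test compound sit together 15 min at room temperature before substrate addition. Substrate is a single-forked duplex oligonucleotide (100 nM) labelled with fluorophore and quencher, with 2 mM ATP; helicase unwinding raises red fluorescence, read kinetically.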
EPAC2 ag – agonists of human EPAC2 (RAPGEF4); Q8WZA2; EPAC2 activation, biochemical qHTS; response scale: 100% = 6.5 mM cAMP response; Potency, µM (series often up to 154 µM), for inactives: at the top dose activation, actives largely listed as activators; 0.079% of 360,000 active; note: potency is the fitted concentration of half-maximal effect; nearly all actives have a fitted effect of over 50% in size
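EPAC2 (100 nM) mixed with Rap1B loaded with BODIPY-GDP (250 nM) plus 50 uM unlabeled GDP; compounds pinned in, 5 min RT, then read every 5 min for 30 min (ex 480, em 540 nm). Normalized to cAMP control.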
An asterisk follows results filed as active; ? = inconclusive; · = no result given; [ ] = remark or other dose. Unless noted, calls come from the whole dose curve; as a rule, active = well fitted curve in the direction sought with a large enough effect; inconclusive = small, poorly fitted or top-dose-only effect, or another doubt; inactive = no such curve, though single readings can be large; an effect the other way counts as inactive or inconclusive. Only part of the results is shown, so the mix of outcomes need not match the whole.

item	SMILES	CCT modulator	IL-2 act	EPAC1 ag	PI5P4K alpha inh	PLK1 PBD inh	EPAC1 antag	WRN helicase inh	EPAC2 ag
1	CC(=O)N(CCc1ccccc1C)Cc1cc2cc3c(cc2[nH]c1=O)OCO3	-4.0	-0.3	-2%	-2	-1%	-4%	-10%	-8%
2	O=S(=O)([O-])C/C(=C\c1ccc(Cl)cc1)c1cc[n+](CCO)cc1	-1.1	-0.2	10%	1	-21%	-10%	11%	8%
3	CCOC(=O)c1ccc(NC(=S)N2CCSC2c2ccc(OC)cc2)cc1 (configuration not stated)	-4.6	-4.7	10%	2	-15%	-5%	4%	16%
4	COc1ccc(-n2cccc2/C=C2/NC(=O)N(c3cccc(Cl)c3)C2=O)cc1	-2.2	-0.6	4%	-12	-15%	-10%	-6%	-15%
5	COc1cccc(S(=O)(=O)NCc2ccc(C(=O)NCc3ccco3)cc2)c1	-3.7	-0.7	11%	·	-6%	1%	-19%	6%
6	CC[C@]12C(=O)N(C)C[C@H]([C@@H]3C(=O)N(C)C(=O)[C@@H]31)N2C(=O)c1ccc(C(C)(C)C)cc1	1.9	0.3	-8%	1	-3%	-2%	-6%	0%
7	Cc1ccnc(SCC(N)=O)n1	-4.0	3.7	5%	9	-16%	?	9%	13%
8	COc1ccc(Cl)cc1-c1cc(C(=O)NCc2cccc(C(F)(F)F)c2)[nH]n1	1.3	0.5	-9%	-3	-1%	-20%	-5%	25%
9	Cc1cnc(C(=O)NNC(=O)c2ccc(Br)cc2)cn1	-13	1.4	-2%	-4	2%	3%	-3%	-7%
10	COc1ccccc1CN1CC(C(=O)NCc2cc(C(C)C)no2)CCC1=O (configuration not stated)	1.7	-1.3	13%	0	-4%	-3%	1%	2%
11	N#CC1(Cc2ccc(Cl)cc2)c2ccccc2C=CN1C(=O)c1ccccc1 (configuration not stated)	-0.7	0.9	12%	7	-1%	-13%	-8%	3%
12	CC1CCN(C(=O)c2cc(Cl)ccc2NC(=O)c2ccco2)CC1	-2.6	-0.7	-8%	2	3%	-3%	-2%	-5%
13	Cc1ccc(-n2ncc3c(N4CCC(C(N)=O)CC4)ncnc32)c(C)c1	-1.5	3.3	0%	4	-3%	-8%	-11%	4%
14	NC(=O)CC(NC(=O)c1ccc(Br)cc1)c1ccc(NCc2ccc(F)c(F)c2)c([N+](=O)[O-])c1 (configuration not stated)	0.0	0.2	-4%	-3	-4%	-19%	-7%	-6%
15	COc1ccc(N2C(=O)CCC(C(=O)Nc3ccccn3)C2c2ccc(OC)c(OC)c2)cc1 (configuration not stated)	-0.3	0.7	3%	·	-3%	6%	5%	4%
16	Cc1cccc(C)c1-n1nnnc1C(c1ccnc2ccccc12)N(CCC#N)Cc1ccccc1 (configuration not stated)	-0.3	-1.2	2%	3	-8%	-23%	-5%	19%
17	CS(=O)(=O)N(Cc1nc(-c2ccc(F)cc2)no1)c1ccccc1Cl	0.1	-0.3	-16%	18	-2%	-9%	-4%	8%
18	CC(C)(C)N(Cc1ccccc1)C(=O)COC(=O)CNC(=O)c1ccco1	-1.8	0.5	-8%	3	-7%	-13%	4%	-1%
19	CCO[C@H]1OC(C(=O)N2CCN(C)CC2)=C[C@@H](C2CC2)[C@@H]1CCCO	-2.9	-0.1	-4%	4	-15%	-6%	8%	9%
20	CCOc1ccc(S(=O)(=O)N2CCCC(C(=O)NCc3cccnc3)C2)cc1 (configuration not stated)	-1.7	-1.6	-5%	8	0%	-4%	-32%	2%
21	Cn1c(-c2ccc(Cl)nc2)nc2cc(Cl)ccc21	1.8	-4.3	-5%	4	0%	-2%	-6%	-9%
22	COC(=O)c1ccc(C)c(NC(=O)CCSc2ccc(Cl)cc2)c1	-2.5	-0.8	3%	1	-1%	6%	-6%	-11%
23	CC(=O)Nc1cccc(NC(=O)CSc2nccn2Cc2ccco2)c1	0.0	-0.4	2%	3	-5%	-10%	-10%	-7%
24	O=C(CNC(=O)[C@@H]1Cc2ccccc2CN1)Nc1ccc2c(c1)OCCO2	-1.8	-2.9	14%	-3	-14%	-6%	3%	4%
25	COc1ccc(C(=O)NNC(=O)c2ccccn2)cc1	-0.5	-1.4	-1%	-57*	2%	-22%	4%	3%
26	COc1ccc(/C=C2/SC(=S)N(NS(=O)(=O)c3ccccc3)C2=O)cc1	-1.5	0.7	-9%	?	?	?	?	7%
27	CCN1CCCC1CNC(=O)c1cc2c(OC)c(OC)c(OC)cc2[nH]1 (configuration not stated)	-3.0	2.4	-3%	-4	1%	2%	4%	-5%
28	Cc1ccc2nsnc2c1NC(=O)c1sc2ccccc2c1Cl	1.6	12	-1%	5	-2%	7%	-2%	7%
29	CCn1c(C)nc2cc(C(=O)N/N=C(\C)c3ccc(N4CCOCC4)cc3)ccc21	0.3	-0.2	3%	0	2%	-7%	-5%	4%
30	Cc1cc(C)nc(N2CCCC(C(=O)NCc3ccccc3)C2)n1 (configuration not stated)	-10.0	-3.0	-3%	-1	-1%	-5%	6%	-2%
31	COc1ccc(CN2C(=O)c3cccnc3C2=O)cc1S(=O)(=O)NCc1ccccc1	-1.3	0.1	8%	-14	-13%	-18%	-3%	8%
32	NC(=O)C1CCN(C(=O)c2cnn(-c3ccccc3)c2NC(=O)c2ccco2)CC1	-2.8	1.5	1%	-7	-8%	-1%	-3%	14%
33	CC1(C(=O)Nc2cccc3cccnc23)CCN1C(=O)Cc1ccc(Cl)cc1Cl (configuration not stated)	0.2	-0.9	16%	22	1%	-3%	-2%	10%
34	Cc1ccc(C(=O)COC(=O)C(C)N2C(=O)C3C4CCC(C4)C3C2=O)cc1C (configuration not stated)	-1.5	-0.9	9%	-7	-6%	8%	-13%	-6%
35	CCOCCCNC(=S)NCCc1ccccc1	-0.2	-2.3	-5%	-7	-3%	11%	6%	5%
36	COCCN1C(=O)c2ccccc2C(C(=O)NCCN(C)C)C1c1ccc(F)cc1 (configuration not stated)	0.5	3.7	2%	5	-11%	0%	0%	6%
37	Cc1ccc(/C=N/NC(=O)c2ccoc2C)s1	-2.2	-1.7	6%	-8	-9%	8%	?	3%
38	CCOc1cccc(NC(=O)/C(C#N)=C\c2cn(CC(=O)O)c3ccccc23)c1	-1.1	0.9	-11%	-23	-4%	-8%	-6%	-1%
39	O=C(Cc1c(C(=O)O)[nH]c2ccccc12)NCCN1CCN(c2ccccc2F)CC1	-2.7	0.1	-7%	13	0%	-7%	-3%	-4%
40	Cc1ccc(S(=O)(=O)N(C)CC(=O)OCC(=O)c2c(N)n(C)c(=O)n(C)c2=O)cc1	-1.5	-1.5	12%	1	-15%	7%	-30%[57.1 µM]	-5%
41	CCc1cc(S(=O)(=O)N2CCN(C(=O)c3ccco3)CC2)ccc1OC	-4.4	1.0	6%	-1	4%	0%	9%	9%
42	O=C(NCc1ccccc1Cl)NC(=O)c1ccccc1	-2.6	-1.0	6%	-2	-8%	5%	-2%	-3%
43	Cn1cnc([N+](=O)[O-])c1Sc1ncn[nH]1	-0.4	0.2	2%	-3	1%	1%	-1%	2%
44	CCC[C@H]1CN(c2ccc(OC)cc2)C(=O)[C@@H]1CC(=O)NC	0.9	-2.6	5%	0	-5%	0%	0%	9%
45	CC(C)C(NC(=O)c1ccccc1)C(=O)OCn1nnc2ccccc2c1=O (configuration not stated)	1.6	-0.6	-4%	-1	-4%	8%	-4%	?
46	CN(C)CCCNc1ncnc2oc(-c3ccccc3)c(-c3ccccc3)c12	0.5	-7.4	3%	-6	18%	-6%	5%	5%
47	CCCNC(=O)N1C[C@H](O)COC[C@@H]2O[C@@H](CC(=O)NCCCN3CCOCC3)CC[C@H]21	·	0.7	0%	1	-6%	28%	0%	6%
48	CCc1ccc(/C=C2/C(=O)NC(=O)N2C(C)=O)cc1	-0.1	1.1	2%	?	?	?	5%	12%
49	COc1cc2c(cc1OC)C1=NC(=O)CN1C(SCc1ccccc1)=N2	-2.0	-1.9	-10%	-22	27µM*	1%	-32%	7%
50	Cc1cnc(C(=O)OCC(=O)N(C)CC(=O)Nc2ccccc2Cl)cn1	-0.3	-1.6	0%	-5	-1%	-19%	-1%	1%
51	Cn1c(SCc2ccc([N+](=O)[O-])cc2)nnc1-c1ccncc1	-5.1	-0.8	6%	-6	4%	0%	7%	6%
52	CCCCNC(=O)C1(C)CCC(=O)N1C1CC1 (configuration not stated)	-1.2	0.1	-5%	-1	-8%	6%	0%	6%
53	CC(=O)C1=C(O)C(=O)N(c2ccc(O)cc2)C1c1ccccc1Cl (configuration not stated)	1.9	-0.3	-4%	-7	-7%	6%	?	-1%
54	Cc1cccc(-c2nc(C#N)c(N3CCCCCC3)o2)c1	-4.4	-2.0	19%	·	-8%	-23%	-8%	21%
55	COc1ccc(C(=O)COC(=O)c2ccc(N(C)C)cc2)cc1	2.2	1.3	2%	-11	7%	-30%	3%[57.1 µM]	0%
56	CCCC(=O)N1CCC1(C)C(=O)NS(=O)(=O)c1ccc(Cl)cc1 (configuration not stated)	-0.5	2.2	-8%	3	-1%	-8%	3%	6%

More compounds follow.
item	SMILES	CCT modulator	IL-2 act	EPAC1 ag	PI5P4K alpha inh	PLK1 PBD inh	EPAC1 antag	WRN helicase inh	EPAC2 ag
57	COC(=O)c1cccc(-n2c(=O)n(Cc3ccccc3)c(=O)c3[nH]cnc32)c1C	-2.5	2.6	-3%	7	-29%	-26%	-9%	8%
58	CN(C)C(CNC(=O)c1cc(S(=O)(=O)N(C)c2ccccc2)ccc1Cl)c1ccccc1 (configuration not stated)	-1.7	-1.7	7%	3	-15%	-8%	-3%	11%
59	O=C(NNc1cc(Cl)cc(Cl)c1)c1cccs1	-2.0	-2.9	-5%	1	-19%	-10%	3%	7%
60	Cc1ccccc1OCc1nnc(SCC(=O)O)n1-c1ccccc1	0.1	-0.4	4%	?	0%	0%	-4%	4%

Complete entries, looked up by structure:
CC[C@]12C(=O)N(C)C[C@H]([C@@H]3C(=O)N(C)C(=O)[C@@H]31)N2C(=O)c1ccc(C(C)(C)C)cc1 is listed as CCT modulator: 1.9; IL-2 act: 0.3; EPAC1 ag: -8%; PI5P4K alpha inh: 1; PLK1 PBD inh: -3%; EPAC1 antag: -2%; WRN helicase inh: -6%; EPAC2 ag: 0%
COc1ccc(C(=O)COC(=O)c2ccc(N(C)C)cc2)cc1 is listed as CCT modulator: 2.2; IL-2 act: 1.3; EPAC1 ag: 2%; PI5P4K alpha inh: -11; PLK1 PBD inh: 7%; EPAC1 antag: -30%; WRN helicase inh: 3%[57.1 µM]; EPAC2 ag: 0%

Assay outcomes deposited in PubChem by National Center for Advancing Translational Sciences (NCATS).
